TIM10 inh: growth inhibitors of TIM10 yeast strain; S. cerevisiae TIM10 strain growth, BacTiter-Glo luminescence, 24 h; inhibition, % at 10 µM; AID 463195; hit rate 1.4% among 330,000;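 active = inhibition of 40% or more at the single tested concentration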;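 also: wild-type TIM10 isogenic control strain grown at permissive 25 °C; 0% = DMSO yeast wells and 100% = minimal medium wells without yeast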
NR3A LBD binder: modulators (binders) of human NR3A ligand-binding domain; NR3A LBD differential scanning fluorimetry, Tm shift; 0% = protein alone, 100% = glycine-bound protein; Tm shift relative to glycine control, % at 25 µM; hit rate 2.5% among 340,000;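 active = melting temperature shift of at least 10% of the positive control shift, at one fixed dose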
tim23-1 inh: inhibits growth of tim23-1 mutant yeast | AID 463212 | hit rate 1.3% among 330,000 | inhibition, % at 20 µM | S. cerevisiae tim23-1 growth, BacTiter-Glo luminescence, 24 h;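 active = growth inhibition of the mutant yeast at or above 50%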;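 also: temperature-sensitive mutant grown at 25 °C; plate controls were DMSO-treated mutant yeast for no effect and medium wells lacking yeast for full effect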
MPTP inh: inhibitors of mitochondrial permeability transition pore; isolated mouse mitochondria, Ca2+ swelling absorbance, 30 min; inhibition, % at 10 µM; AID 602449; hit rate 1.4% among 360,000;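 active = inhibition of 50% or more, scaled per plate between neutral and stimulator controls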;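 also: 0% = DMSO wells given calcium and 100% = 1 mM EGTA wells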
beta cell repl: MIN6 beta-cell proliferation induction; MIN6 cells proliferation, ATPlite luminescence, 48 h; cells starved in 0.2% serum; 100% = growth in 10% serum; proliferation, % at 10 µM; hit rate 0.29% among 330,000; AID 2380;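 active = compounds whose signal lies at least 3.5 SD above the mean of all wells on their plate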;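 also: 0% = DMSO-treated cells in low-serum medium and 100% = 10% serum control; some compounds called inactive have numbers as strong as hits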
APJ antagonist: APJ receptor antagonism; P35414; CHO-K1 APJ beta-arrestin complementation, luminescence; AID 2521; hit rate 0.32% among 330,000; inhibition, % at 20 µM;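 active = inhibition above about 40% at 20 µM, limit read from the data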;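 also: cells challenged with 10 nM apelin-13 agonist together with compound; plate controls were apelin-13 plus DMSO wells for no effect and DMSO wells lacking apelin-13 for full effect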
Target sequence (P35414 whole entry, looked up): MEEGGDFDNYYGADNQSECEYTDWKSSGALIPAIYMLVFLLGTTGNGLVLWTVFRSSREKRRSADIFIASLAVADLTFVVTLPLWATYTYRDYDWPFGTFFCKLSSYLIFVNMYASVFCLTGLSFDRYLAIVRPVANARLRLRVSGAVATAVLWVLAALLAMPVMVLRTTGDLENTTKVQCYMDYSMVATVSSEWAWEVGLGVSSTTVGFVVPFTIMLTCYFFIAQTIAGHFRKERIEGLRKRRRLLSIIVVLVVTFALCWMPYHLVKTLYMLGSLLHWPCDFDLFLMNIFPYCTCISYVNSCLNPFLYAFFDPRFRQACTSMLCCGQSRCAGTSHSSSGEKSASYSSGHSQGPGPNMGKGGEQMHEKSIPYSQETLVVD
tim10-1 inh: growth inhibitors of tim10-1 mutant yeast | S. cerevisiae tim10-1 ts strain growth, BacTiter-Glo, 24 h | inhibition, % at 20 µM | hit rate 2.2% among 330,000 | AID 463190;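 active = inhibition of at least 40%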;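 also: mutant grown at 25 °C; 0% = DMSO wells with yeast and 100% = wells holding no yeast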
NALP3 yeast inh: inhibitors of NALP3 inflammasome in yeast. inhibition, % at 10 µM. Yeast reconstituted NLRP3/ASC/caspase-1, beta-gal luminescence, 24 h. hit rate 0.39% among 330,000;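 active = inhibition of 50% or more; inactive = inhibition below 50%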;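 also: plate controls were induced DMSO wells for no effect and uninduced yeast grown without galactose for full effect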
APJ ag: activates the human apelin receptor APJ | P35414 | CHO-K1 APJ PathHunter beta-arrestin, luminescence; 0% DMSO wells, 100% apelin | activation, % at 20 µM | hit rate 0.11% among 330,000 | AID 2520;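 active = activation more than six SD over the plate average, tested at 20 µM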;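 also: 0% = DMSO alone and 100% = apelin-13 at 10 nM; some results filed as inactive read as strong as hits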
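Material: engineered CHO-K1 APJ arrestin reporter cells; amount: 1000 CHO-K1 reporter cells seeded per well; incubation: compound stimulation 90 min at 25 °C, detection 60 min; signal: luminescent beta-gal fragment complementation, chemiluminescent substrate; read-out basis: APJ agonist activity; controls: DMSO-only wells as negative, 10 nM Apelin-13 as positive control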
Active calls of the source: *; . = not tested or not shown.

mol,TIM10 inh,NR3A LBD binder,tim23-1 inh,MPTP inh,beta cell repl,APJ antagonist,tim10-1 inh,NALP3 yeast inh,APJ ag
Cc1ccc(NC(=O)C2c3ccccc3Oc3ccccc32)nc1,-6,-1,8,1.1,1,-1,15,18,-3
CC(C)Cn1c(SC(C)C(=O)NCC2CCCO2)nc2ccc(Cl)cc2c1=O (stereo not drawn),17,-3,26,-0.6,3,-44,3,2,-3
Cc1sc2ncnc(NCc3ccccc3)c2c1C,6,1,2,29,-4,14,-2,31,-3
CCOC(=O)c1ccccc1NS(=O)(=O)c1ccc(C)cc1,20,0,13,2.7,1,13,16,-5,-2
Cc1cc(N(CC(=O)O)S(C)(=O)=O)ccc1Br,-12,0,10,-1.5,0,9,-10,2,0
COC(C[C@H]1O[C@H]1[C@H](O)[C@@H](C)OCc1ccccc1)OC,-6,-1,-2,0.5,-1,-13,-6,15,8
O=C(Nc1ccccc1-c1ccccc1)NC1CCN(C(=O)N2CCOCC2)CC1,6,0,12,0.3,2,2,12,5,3
Cc1ccc(C(C(=O)NC2CCCCC2)N(CC2CCCO2)C(=O)CCCC(=O)Nc2ccccn2)cc1 (stereo not drawn),5,0,12,-0.4,-2,8,7,10,-5
CNc1nc(-c2c(C)n(C)c3ccc(OC)cc23)cs1,0,-2,19,0.8,0,-32,22,7,-1
COC(=O)c1scc(S(=O)(=O)C(C)(C)C)c1N,-9,1,0,2.5,2,6,-12,23,2

The listing continues:
mol,TIM10 inh,NR3A LBD binder,tim23-1 inh,MPTP inh,beta cell repl,APJ antagonist,tim10-1 inh,NALP3 yeast inh,APJ ag
Oc1ccc(-c2[nH]ncc2-c2nc3ccccc3s2)c(O)c1,-8,-6,17,4.3,-1,3,5,0,-5
O=C1CC(=O)Nc2cc(S(=O)(=O)Nc3cccc(C(F)(F)F)c3)ccc2N1,4,2,12,-1.2,0,17,20,-2,2
Cc1cccc(NC(=S)N2CCC(C(N)=O)(N3CCCCC3)CC2)c1C,1,-2,11,-0.4,-4,2,0,5,-2
Cc1ccc(F)cc1NC(=O)/C=C/c1ccc(S(=O)(=O)N2CCOCC2)cc1,2,15*,3,-0.2,-2,6,3,11,-8
Cc1ccc(N(C)S(=O)(=O)c2cccc(C(=O)NCC(c3ccco3)N3CCCC3)c2)cc1 (stereo not drawn),12,1,10,-0.5,-1,-6,5,13,-5
COc1cc(C(N)=O)cc(Cl)c1OCc1ccccc1,3,2,11,-2.1,1,-1,-4,12,-2
Cc1cc(C)nc(NC2=NCCN2C(=S)Nc2ccc(C)c(C)c2)n1,-23,-2,-4,0.7,0,3,-1,20,-3
CC(C)NC(=O)c1ccc2c(c1)N(CC(=O)N1CCCC1)C(=O)C(C)(C)O2,4,0,9,-0.7,1,-9,6,23,3
Cc1cccc(C)c1NC(=O)NN1C(C)CCCC1C (stereo not drawn),-8,-2,27,0.1,-1,-1,12,3,0
Cc1nc(N2CCN(c3ccccc3)CC2)nc2c1C(=O)CCC2,22,-2,-43,9.6,1,-6,-17,10,-2

(further entries)
mol,TIM10 inh,NR3A LBD binder,tim23-1 inh,MPTP inh,beta cell repl,APJ antagonist,tim10-1 inh,NALP3 yeast inh,APJ ag
Cc1ccc(Cl)cc1Nc1nc(-c2sc(NC(=O)c3cccc(Cl)c3)nc2C)cs1,-11,.,19,.,-7,-6,1,9,5
COc1ccc(Cl)cc1S(=O)(=O)N1CCCC(C(=O)NCc2ccncc2)C1 (stereo not drawn),-2,1,2,0.1,-3,14,-5,4,-4
O=C(O)c1ccc(NC(=S)NC(=O)c2cccc(COc3ccccc3)c2)cc1,29,-8,17,-1.8,-2,1,27,12,-3
Cc1ccc(C(=O)N/C(=C\c2cccc([N+](=O)[O-])c2)C(=O)Nc2cccc(C(=O)O)c2)cc1,1,1,13,0.3,0,8,15,1,-2
Cc1ccc(NC(=O)CNC(=O)c2ccco2)c(Cl)c1,-4,1,3,0.5,0,-12,1,16,-5
COc1ccc(C(C)=O)cc1CN(c1ccccc1OC)S(=O)(=O)c1cccs1,36,2,28,0.7,1,11,11,4,-3
Cc1ccc(Sc2ncccc2C(=O)O)c(C)c1,-8,-1,8,0.5,-1,-30,10,7,-3
CC(C)(C)C(=O)Nc1ccc(N2CCN(c3ccc(C(F)(F)F)cn3)CC2)nc1,-12,-3,-24,25,-3,-7,-3,-8,-5
Cc1cccc(Oc2ncc(-c3ccc(Cl)cc3)cn2)c1C,27,-3,44,2.6,-3,12,32,-6,1
COC(=O)CNc1cc(S(=O)(=O)N2CCCCC2)ccc1Oc1cccc(C)c1,-6,-1,22,-0.8,0,-14,36,12,-2

Next part
smiles	TIM10 inh	NR3A LBD binder	tim23-1 inh	MPTP inh	beta cell repl	APJ antagonist	tim10-1 inh	NALP3 yeast inh	APJ ag
Cc1[nH]c2ccc(C(=O)OC(C)C(=O)NC3CCCCC3C)cc2c1C (stereo not drawn)	14	-13	39	0.2	13*	11	27	11	-3
O=C(O)C/C(=C\c1cc2c(cc1Br)OCO2)c1nc2ccccc2s1	21	-1	30	-1.1	-2	-1	27	-20	1
O=C(/C=C/c1ccccc1[N+](=O)[O-])N1CCN(c2ccc(F)cc2)CC1	10	-2	-1	1.3	2	11	20	7	-2
CCOC(=O)N1CCC(N2C(=O)c3ccccc3C2Nc2ccc(C)cc2)CC1 (stereo not drawn)	21	3	39	-2.7	-1	3	36	10	-4
NS(=O)(=O)c1ccc(NC(=O)CSc2ccccc2)cc1	-1	0	-2	-0.2	1	7	-1	-2	-1
Cc1cccc(OCC(=O)Nc2cc(C)ccc2O)c1	12	-2	11	1.1	-3	0	-15	44	-3
Cn1c(C(=O)Nc2ccccc2)cc2sccc21	30	22*	37	-0.1	-3	-13	-7	33	-3
Nc1nc2c(s1)CCc1c-2cnn1-c1ccccc1	30	-8	62*	0.4	-3	-36	21	35	3
CCOc1ccc2ccccc2c1CNCCN1CCOCC1	-15	-8	10	-0.8	-2	7	-15	27	0
COc1cc(Cl)cc(C2NC(=O)NC(C)=C2C(C)=O)c1OCC(=O)O (stereo not drawn)	3	0	3	-1.2	-1	7	12	-6	-4
CCOC(=O)CCc1c(C)c2ccc(OCc3nn[nH]n3)cc2oc1=O	-6	0	4	2.9	-3	-25	-13	3	-7
Cc1ccc(Cl)cc1NC(=S)N(CCCN1CCOCC1)Cc1ccco1	-12	0	14	-0.2	-3	8	14	-11	-3

More compounds:
smiles	TIM10 inh	NR3A LBD binder	tim23-1 inh	MPTP inh	beta cell repl	APJ antagonist	tim10-1 inh	NALP3 yeast inh	APJ ag
O=C(OCC(=O)N1CCC(Cc2ccccc2)CC1)c1cc(Br)ccc1O	0	0	9	-1.3	-5	5	-4	9	-3
CCCc1cc(=O)c2c(O)cccc2o1	1	-3	7	2.5	0	23	3	8	-1
Cn1c(=O)c2c(nc3sccn32)n(C)c1=O	-6	-1	0	-9.8	3	1	-12	10	-4
S=c1[nH]nc(Cc2ccccc2)n1Cc1ccco1	4	1	11	0.7	1	1	19	9	-2
COc1cc(SC)ccc1C(=O)N1CCN(c2ccccc2F)CC1	2	0	28	0.3	1	-9	6	5	-5
CCOc1ccc(NC(=O)COC(=O)CCCc2c[nH]c3ccccc23)cc1	18	28*	44	-1.5	-2	-3	19	9	-4
O=C(NCc1ccccn1)NC12CC3CC(CC(C3)C1)C2	6	-1	14	0.5	-1	10	19	-9	-13
COC(=O)NC(=S)N1CCOCC1	4	3	-3	-0.6	0	0	-2	6	0
CC(C)N(CC(N)=O)C(=O)c1sc2cc(F)ccc2c1Cl	-13	2	13	0.2	-2	-17	7	9	-3
COc1ccc(NC(=O)c2sccc2SCc2cccc(C(F)(F)F)c2)cc1	14	3	10	0.7	-6	13	15	19	-3
Cc1[nH]n(-c2ccc(Cl)cc2)c(=O)c1/C=N/c1nnc(-c2ccccc2)s1	2	-5	4	104*	0	11	26	19	-2
Cc1ccc(S(=O)(=O)C2(C(=O)Nc3ccc(Br)cc3)CC2)cc1	13	-2	9	2.0	-4	7	16	28	-2

Another view of part of the listing above:
COc1cc(SC)ccc1C(=O)N1CCN(c2ccccc2F)CC1
  TIM10 inh: 2
  NR3A LBD binder: 0
  tim23-1 inh: 28
  MPTP inh: 0.3
  beta cell repl: 1
  APJ antagonist: -9
  tim10-1 inh: 6
  NALP3 yeast inh: 5
  APJ ag: -5

CCOc1ccc(NC(=O)COC(=O)CCCc2c[nH]c3ccccc23)cc1
  TIM10 inh: 18
  NR3A LBD binder: 28*
  tim23-1 inh: 44
  MPTP inh: -1.5
  beta cell repl: -2
  APJ antagonist: -3
  tim10-1 inh: 19
  NALP3 yeast inh: 9
  APJ ag: -4

O=C(NCc1ccccn1)NC12CC3CC(CC(C3)C1)C2
  TIM10 inh: 6
  NR3A LBD binder: -1
  tim23-1 inh: 14
  MPTP inh: 0.5
  beta cell repl: -1
  APJ antagonist: 10
  tim10-1 inh: 19
  NALP3 yeast inh: -9
  APJ ag: -13

COC(=O)NC(=S)N1CCOCC1
  TIM10 inh: 4
  NR3A LBD binder: 3
  tim23-1 inh: -3
  MPTP inh: -0.6
  beta cell repl: 0
  APJ antagonist: 0
  tim10-1 inh: -2
  NALP3 yeast inh: 6
  APJ ag: 0

Screening data (PubChem BioAssay)

Hits appear at their usual frequency, and some 7.2% of all compounds hit somewhere here.
